# Source: PubChem BioAssay
# MsrA act = activates bovine MsrA enzyme | activation, % at 10.6 µM | actives 0.3% (n = 360,000) | purified bovine MsrA, absorbance read-out; in the data active = activation above about 7.5%;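 also: 0% = vehicle and 100% = reference activator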
# MsrA inhibitor = inhibits bovine methionine sulfoxide reductase A; purified bovine MsrA, absorbance read-out; inhibition, % at 15.5 µM; actives 0.75% (n = 360,000); in the data active = inhibition above about 4.5%;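 also: 0% = vehicle wells with enzyme and 100% = reference inhibitor wells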
# TbMetRS inhib = blocks T. brucei methionyl-tRNA synthetase activity; purified T. brucei MetRS, ATP depletion, Kinase-Glo luminescence; inhibition, % at 11.9 µM; actives 0.4% (n = 360,000);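 active = inhibition above a per-plate cutoff of the control wells' mean inhibition plus 3 SD, cut at about 5.5% in these data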;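 also: 0% = DMSO wells median and 100% = median of wells with control inhibitor compound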
#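 Assay system: T. brucei methionyl-tRNA synthetase, purified | Medium: HEPES buffer with MgCl2, KCl, DTT, spermine, BSA, pyrophosphatase | Compound: 11.9 µM single point | Incubation: 15 min enzyme-compound preincubation, 2 h reaction, 10 min detection, 25 °C | Measured by: Kinase-Glo luciferase luminescence reporting remaining unconsumed ATP | Measure: % inhibition normalized to control-well medians | Replication: Singlicate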
# NRP1-CendR mod = alters CendR peptide binding to human NRP-1. FAM-RPARPAR peptide binding to NRP-1, fluorescence polarization. actives 0.85% (n = 360,000). O14786. inhibition, % at 25 µM;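 active = inhibition or corrected inhibition above about 18%, plus a signal ratio from 0.5 to 1.5, limit read from the data, passing the limit was not always enough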; also: strong numbers were not always called active
# Target sequence (O14786 whole entry, looked up): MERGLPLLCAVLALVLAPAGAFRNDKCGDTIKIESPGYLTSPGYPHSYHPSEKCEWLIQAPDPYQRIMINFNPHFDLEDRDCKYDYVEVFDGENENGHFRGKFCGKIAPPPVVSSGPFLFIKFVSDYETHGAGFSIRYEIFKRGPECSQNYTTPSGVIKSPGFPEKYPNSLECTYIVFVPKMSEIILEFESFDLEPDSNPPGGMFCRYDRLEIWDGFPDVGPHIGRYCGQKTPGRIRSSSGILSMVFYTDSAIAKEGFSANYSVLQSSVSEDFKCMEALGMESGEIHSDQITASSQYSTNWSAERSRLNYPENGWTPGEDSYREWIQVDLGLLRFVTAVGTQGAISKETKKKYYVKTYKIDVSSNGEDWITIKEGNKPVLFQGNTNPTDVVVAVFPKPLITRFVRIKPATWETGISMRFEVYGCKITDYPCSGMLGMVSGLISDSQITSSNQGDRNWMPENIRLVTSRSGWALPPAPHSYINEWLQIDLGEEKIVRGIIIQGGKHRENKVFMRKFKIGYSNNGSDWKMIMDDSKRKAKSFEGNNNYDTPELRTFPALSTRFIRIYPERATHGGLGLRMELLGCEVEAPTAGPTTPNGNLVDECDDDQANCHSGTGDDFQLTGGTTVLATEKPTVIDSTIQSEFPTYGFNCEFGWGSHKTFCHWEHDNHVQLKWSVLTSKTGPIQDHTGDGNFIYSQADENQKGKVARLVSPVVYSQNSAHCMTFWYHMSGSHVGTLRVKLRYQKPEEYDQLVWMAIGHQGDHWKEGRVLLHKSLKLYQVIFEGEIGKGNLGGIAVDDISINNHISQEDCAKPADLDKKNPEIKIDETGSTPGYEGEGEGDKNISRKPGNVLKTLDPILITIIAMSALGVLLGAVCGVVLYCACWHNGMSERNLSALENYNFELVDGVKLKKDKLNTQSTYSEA
# SKN-1 block = C. elegans SKN-1 inhibition; actives 0.49% (n = 360,000); C. elegans VP596 Pgst-4::GFP/RFP ratio, acrylamide-induced, 24 h; inhibition, % at 21.8 µM;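 active = interference check ratio from 0.5 to 1.5 plus GFP to RFP signal ratio inhibition reaching or exceeding a fixed threshold, cut at about 30% in these data, passing the limit was not always enough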; also: some compounds called inactive have numbers as strong as hits
# E coli Lon inh = E. coli protease La inhibition; P0A9M0; purified E. coli Lon protease, fluorescence polarization; actives 0.42% (n = 360,000); inhibition, % at 7.94 µM; AID 602123; in the data active = inhibition above about 13%, passing the limit was not always enough;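 also: 0% = enzyme with probe and DMSO and 100% = no enzyme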
# FAS-TE inh = inhibitors of human fatty acid synthase thioesterase domain | P49327 | actives 0.67% (n = 360,000) | AID 602261 | recombinant FAS-TE, OMFH fluorogenic substrate, fluorescence endpoint | inhibition, % at 15 µM;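 active = compounds whose normalised, plate-corrected inhibition of enzyme fluorescence in the single-dose primary screen is 50% or more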;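 also: 0% = DMSO with enzyme and 100% = substrate without enzyme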
# MT1-MMP act inh = MT1-MMP (human) activation inhibition; P50281; HT1080 RFP-PRO-GFP cells, GFP/RFP ratio fluorescence, overnight; percent of plate control window, DMSO zero; GFP/RFP ratio change, % at 20 µM; actives 0.061% (n = 360,000);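 active = GFP/RFP ratio change of at least 30% with cell ATP level not reduced by more than half and red fluorescence within 50% of control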; also: strong numbers were not always called active
#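 Assay system: HT1080 cells carrying an RFP-PRO-GFP reporter | Dosing: Single dose of 20 µM compound, 1% DMSO final | Incubation: Cells overnight before dosing, compound overnight, 37 °C, 5% CO2 | Evaluation: GFP/RFP fluorescence ratio | Control set: DMSO and RFP-L50D-GFP cell wells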
# PABP1 MLLE inh = inhibitors of microRNA-mediated deadenylation, human PABP1 MLLE binding. actives 0.36% (n = 360,000). inhibition, % at 20 µM. P11940. GST-MLLE / FITC-PAM2 fluorescence polarization; in the data active = inhibition above about 35%, passing the limit was not always enough;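 also: plate controls were DMSO wells with GST-MLLE for no effect and wells lacking GST-MLLE protein for full effect; some results filed as inactive read as strong as hits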
# An asterisk follows results filed as active; nt = not tested or not shown. The order is random, and some 4% of all compounds hit somewhere here.
mol	MsrA act	MsrA inhibitor	TbMetRS inhib	NRP1-CendR mod	SKN-1 block	E coli Lon inh	FAS-TE inh	MT1-MMP act inh	PABP1 MLLE inh
COc1cc(NC(=O)c2cc(C)no2)cc(OC)c1OC	-4	0.6	-0.6	1	-5	0	-3	5	-7
CC(C)CCn1c(SCC#N)nc2c(sc3ccccc32)c1=O	0	0.3	-0.9	-7	0	3	-4	5	19
COc1ccccc1N1CCN(C(c2cccs2)C(C)NC(=O)c2ccco2)CC1 (stereo unspecified)	-5	-0.2	-0.5	-4	5	3	-1	-1	3
CCC(CC)CN1CCC(CN2C(=O)C(=O)NC[C@@H]2[C@@H](C)CC)CC1	-3	1.1	-0.2	-6	-19	-9	-5	4	6
Clc1ccc(-c2cc(COc3ccccc3)on2)cc1	-11	0.3	-1.1	-9	21	1	16	3	-4
O=C(Nc1cc(C(F)(F)F)ccc1N1CCOCC1)c1cccc(F)c1	2	0.3	-0.9	-5	19	-6	19	3	2
CC(C)(C)C1CCC(OC(=O)c2ccncc2)CC1 (stereo unspecified)	-4	0.5	-0.9	0	-15	4	7	4	6
COC(=O)COc1ccc(S(=O)(=O)Nc2ccc(C(N)=O)cc2)cc1	-2	0.5	-0.5	-8	-5	-1	-9	3	-9
NC(=O)NC(Cc1ccccc1)C(=O)NCC1(N2CCCCC2)CCCCC1 (stereo unspecified)	3	0.4	0.2	2	16	-3	-2	0	-9
COc1ccc(-c2nc(-c3ccc(NC(=O)c4ccc(Br)o4)cc3)no2)cc1OC	-13	0.7	-1.0	-21	-9	-4	11	0	10
COc1ccc(-c2cn3cccnc3n2)cc1NC(=O)C1CC1	-7	nt	-0.7	1	15	-4	-8	1	-4
CCc1cc(Cn2nc(-c3ccccc3)cc2C(=O)NCc2cccc(C(F)(F)F)c2)on1	-2	0.7	0.8	0	21	10	30	3	9
O=C(COC(=O)c1ccc(S(=O)(=O)N2CCCC2)cc1)NCc1ccccc1	2	-0.6	0.1	11	9	12	1	2	11
Cc1ccc(S(C)=O)cc1-n1c(=O)n(Cc2ccccc2)c(=O)c2[nH]cnc21 (stereo unspecified)	0	-0.4	0.1	7	-6	-1	-3	4	-1
CC(=O)c1cc2c(s1)-c1cc(F)ccc1OC2	0	-0.5	3.4	-3	-7	4	8	-2	-5
CCc1ccc(NC(=O)C2CCCN2C(=O)NC2CCCCC2)cc1 (stereo unspecified)	-7	-2.0	-1.2	-2	-1	14	0	-4	-4
COc1cccc(-n2nnc3c(=O)n(CC(=O)N4CCC(Cc5ccccc5)CC4)cnc32)c1	0	0.2	-0.6	-12	5	-3	20	6	8
CC(C)c1ccc(NC(=O)c2cc(S(=O)(=O)N3CCCCC3)c[nH]2)cc1	0	0.2	0.7	0	-19	5	-3	1	-11
COc1ccc(N(C(=O)c2cnccn2)C(C(=O)NCc2ccccc2)c2ccc(O)cc2)cc1 (stereo unspecified)	-2	1.8	-0.3	2	26	-8	0	-5	5
COc1ccc(N(Cc2cc3cccc(C)c3[nH]c2=O)S(C)(=O)=O)cc1	-3	nt	0.7	-14	14	-1	1	-4	9

# Going on with the list:
mol	MsrA act	MsrA inhibitor	TbMetRS inhib	NRP1-CendR mod	SKN-1 block	E coli Lon inh	FAS-TE inh	MT1-MMP act inh	PABP1 MLLE inh
COC(=O)c1ccc(COc2c(F)c(F)cc(F)c2F)o1	-2	0.1	-0.1	-3	-2	-4	0	3	-2
c1ccc(CSc2nnc3ccc(-c4ccco4)nn23)nc1	-5	0.8	-0.4	3	-7	3	-4	4	4
O=C(Nc1ccsc1C(=O)N1CCCCCC1)c1ccccc1	-12	-0.5	-0.8	3	-12	-5	14	0	12
Cc1nc(NC(=O)c2cc3c(C)nn(-c4ccccc4)c3s2)sc1C(=O)Nc1ccccc1	-6	-0.7	-0.3	-5	27	-5	8	0	1
Cc1cc(C(=O)NN=C2CCCCC2)c2ccccc2n1	-1	0.7	0.0	-12	9	2	-11	-5	-12
COc1ccc(Cc2noc(CN(C)CC3(N4CCOCC4)CCCCC3)n2)cc1OC	-2	0.6	0.0	12	-7	8	-2	-1	0
O=C(CCc1ccccc1)NNC(=S)NC(=O)c1ccccc1	7	-0.9	-0.5	-17	-6	5	-4	6	22
C=CC(C)Sc1nc2c(c(=O)n(C)c(=O)n2C)n1Cc1ccccc1Cl (stereo unspecified)	0	-0.9	-0.3	-8	6	5	17	-5	-27
NS(=O)(=O)c1ccc(CCNC(=O)CN2CCN(S(=O)(=O)c3ccccc3F)CC2)cc1	-2	-0.2	-0.1	6	-4	6	-5	2	-12
CCOC(=O)N1CCN(C(=O)CN(c2cccc(C)c2)S(=O)(=O)c2ccc(C)cc2)CC1	-3	-0.8	-0.3	-20	15	2	-22	0	-1
O=C(c1ccc2snnc2c1)N1CCSCC1	-4	0.1	-0.1	-4	3	-9	-8	-1	18
COc1ccc(C(C)(C)C)cc1S(=O)(=O)N1CCN(C)CC1	-9	-0.7	-1.7	-1	-17	1	-1	0	5
O=C(Nc1ccc2oc(=O)ccc2c1)c1ccc2ccccc2c1	-3	-0.8	0.1	1	3	-17	7	5	-8
COc1ccc(/C=C(\NC(=O)c2ccccc2)C(=O)OC[C@@H]2CCC[N+]3(C)CCCCC23)cc1OC (stereo partly specified)	-4	3.0	2.4	12	14	-1	-1	0	-100
COc1ccc(-c2nc3c(s2)CN(S(C)(=O)=O)CC3)cc1OC	-3	2.1	-0.5	-17	8	-3	-6	-2	10
CCn1c(P(C)(=O)O)nc2cc(NC(=O)c3ccccc3Cl)ccc21	-8	2.8	-1.2	4	0	-6	-6	2	-2
Cc1ccccc1NC(=O)/C(=C/c1cccs1)NC(=O)c1ccco1	-3	2.2	-1.1	2	4	-6	-12	-5	-3
O=C(CCn1cccn1)Nc1ccc2c(c1)OCCO2	-2	-0.7	0.0	-1	20	5	-4	1	-3
O=C(c1ccc([N+](=O)[O-])cc1)N1CCCC1	-2	0.4	0.2	6	-8	0	-2	3	-9
CCN(C(=O)COC(=O)c1ccc([N+](=O)[O-])o1)c1cccc2ccccc12	-4	0.8	-0.2	-13	4	-3	34	3	-17

# Continued:
mol	MsrA act	MsrA inhibitor	TbMetRS inhib	NRP1-CendR mod	SKN-1 block	E coli Lon inh	FAS-TE inh	MT1-MMP act inh	PABP1 MLLE inh
CC(=O)N1CCN(C(=O)c2cccc(S(=O)(=O)N3CCN(c4ccccc4)CC3)c2)CC1	-3	-0.8	-0.2	12	9	-8	-4	1	-2
C(=N\Nc1ncnc2sc3c(c12)CCC3)/c1cccs1	-9	3.7	-0.8	-32	94	-18	9	-14	-10
CC(NC(=O)COC(=O)Cc1ccsc1)c1ccccc1 (stereo unspecified)	-2	0.2	-0.6	0	5	0	-8	3	0
COc1ccccc1C(=O)NCC(=O)NCCCN1CCOCC1	-3	-0.9	-0.2	9	-7	-6	-8	0	5
Cc1cc2c(cc1S(=O)(=O)NCCc1ccc(Cl)cc1)OCC(=O)N2	-3	0.1	0.1	8	-12	5	4	2	0
CCOc1ccc(NC(=O)CN(C)C(=O)c2ccc(NC3CC3)c([N+](=O)[O-])c2)cc1OCC	-3	1.1	-0.2	-8	-2	1	-2	3	11
COc1ccccc1Oc1cc(-n2nc(C)cc2C)ncn1	-5	0.7	0.1	1	19	-1	2	1	-3
CCNc1nc(N)nc(Oc2ccc(OCCOc3ccc(Cl)cc3Cl)nn2)n1	-2	-0.4	0.6	0	6	8	3	10	4
CCOCCCNC(=O)N[C@H](C(=O)OC)C(C)CC (stereo partly specified)	0	-1.5	1.1	-5	-1	0	-4	0	13
CC(=O)Nc1ccc(S(=O)(=O)NC2(C(F)(F)F)NC(=O)N(c3ccc(C)cc3)C2=O)cc1 (stereo unspecified)	-10	-0.7	-0.5	-4	-13	8	-2	-4	-12
Cc1ccc(C)c2[nH]c(=O)c(CCNC(=O)CC(C)C)cc12	-3	0.9	0.4	3	5	-11	-7	2	7

# Quoted at random: 2 entries already listed.
mol	MsrA act	MsrA inhibitor	TbMetRS inhib	NRP1-CendR mod	SKN-1 block	E coli Lon inh	FAS-TE inh	MT1-MMP act inh	PABP1 MLLE inh
CCNc1nc(N)nc(Oc2ccc(OCCOc3ccc(Cl)cc3Cl)nn2)n1	-2	-0.4	0.6	0	6	8	3	10	4
Cc1cc2c(cc1S(=O)(=O)NCCc1ccc(Cl)cc1)OCC(=O)N2	-3	0.1	0.1	8	-12	5	4	2	0

# Of the compounds above, these have a halogen:
mol	MsrA act	MsrA inhibitor	TbMetRS inhib	NRP1-CendR mod	SKN-1 block	E coli Lon inh	FAS-TE inh	MT1-MMP act inh	PABP1 MLLE inh
Clc1ccc(-c2cc(COc3ccccc3)on2)cc1	-11	0.3	-1.1	-9	21	1	16	3	-4
O=C(Nc1cc(C(F)(F)F)ccc1N1CCOCC1)c1cccc(F)c1	2	0.3	-0.9	-5	19	-6	19	3	2
COc1ccc(-c2nc(-c3ccc(NC(=O)c4ccc(Br)o4)cc3)no2)cc1OC	-13	0.7	-1.0	-21	-9	-4	11	0	10
CCc1cc(Cn2nc(-c3ccccc3)cc2C(=O)NCc2cccc(C(F)(F)F)c2)on1	-2	0.7	0.8	0	21	10	30	3	9
CC(=O)c1cc2c(s1)-c1cc(F)ccc1OC2	0	-0.5	3.4	-3	-7	4	8	-2	-5
COC(=O)c1ccc(COc2c(F)c(F)cc(F)c2F)o1	-2	0.1	-0.1	-3	-2	-4	0	3	-2
C=CC(C)Sc1nc2c(c(=O)n(C)c(=O)n2C)n1Cc1ccccc1Cl (stereo unspecified)	0	-0.9	-0.3	-8	6	5	17	-5	-27
NS(=O)(=O)c1ccc(CCNC(=O)CN2CCN(S(=O)(=O)c3ccccc3F)CC2)cc1	-2	-0.2	-0.1	6	-4	6	-5	2	-12
CCn1c(P(C)(=O)O)nc2cc(NC(=O)c3ccccc3Cl)ccc21	-8	2.8	-1.2	4	0	-6	-6	2	-2
Cc1cc2c(cc1S(=O)(=O)NCCc1ccc(Cl)cc1)OCC(=O)N2	-3	0.1	0.1	8	-12	5	4	2	0
CCNc1nc(N)nc(Oc2ccc(OCCOc3ccc(Cl)cc3Cl)nn2)n1	-2	-0.4	0.6	0	6	8	3	10	4
CC(=O)Nc1ccc(S(=O)(=O)NC2(C(F)(F)F)NC(=O)N(c3ccc(C)cc3)C2=O)cc1 (stereo unspecified)	-10	-0.7	-0.5	-4	-13	8	-2	-4	-12
